MKP-3 inhibition – MKP-3 phosphatase inhibitors, primary screen, biochemical, rat enzyme, in vitro (AID 425); Dual specificity protein phosphatase 6 (Rattus norvegicus); recombinant MKP-3 phosphatase activity, fluorescence; higher % means a stronger effect; inhibition, % at 20 µM, or IC50 in µM where a hit was titrated; 0.17% of 110,000 active; in the data active = inhibition above about 50%;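 also: plate controls were vehicle for no effect and reference inhibitor for full effect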
Hsp70 inhibitors – Hsp70 inhibitors, probe displacement, primary screen, biochemical, fluorescence polarization (AID 583); 0.06% of 140,000 active; Hsp70 fluorescence polarization probe displacement, mP; higher % means a stronger effect; one-dose displacement, % at 20 µM; IC50 in µM for titrated hits; in the data active = displacement above about 50%;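 also: plate controls were vehicle for no effect and reference ligand for full effect; a part of the inactive calls stands beside numbers as strong as those of hits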
* marks the source's active call; other numbers are inactive results; . = no result given; & = joins results of further samples.

The first 4 entries, to show the layout:
no. | SMILES | MKP-3 inhibition | Hsp70 inhibitors
1 | COc1cccc(C2CC(c3ccccc3Cl)n3ncnc3N2)c1 (configuration not stated) | 9% | -2.0%
2 | Cc1ccc(C2CC(C(F)(F)F)n3nc(CO)c(Cl)c3N2)cc1 (configuration not stated) | 1% | 3.2%
3 | Cn1cc(/C=C/c2nc3ccccc3c(=O)n2-c2cccc([N+](=O)[O-])c2)c2ccccc21 | 5% | 0.5%
4 | COC(=O)NC(=S)Nc1ccc(Oc2ccc(Cl)cc2)c(Cl)c1 | . | 1.5%

The whole of this part, repeating the preview:
no. | SMILES | MKP-3 inhibition | Hsp70 inhibitors
1 | COc1cccc(C2CC(c3ccccc3Cl)n3ncnc3N2)c1 (configuration not stated) | 9% | -2.0%
2 | Cc1ccc(C2CC(C(F)(F)F)n3nc(CO)c(Cl)c3N2)cc1 (configuration not stated) | 1% | 3.2%
3 | Cn1cc(/C=C/c2nc3ccccc3c(=O)n2-c2cccc([N+](=O)[O-])c2)c2ccccc21 | 5% | 0.5%
4 | COC(=O)NC(=S)Nc1ccc(Oc2ccc(Cl)cc2)c(Cl)c1 | . | 1.5%
5 | COc1cc(C)c(Cl)c(C)c1S(=O)(=O)NCc1ccc2c(c1)OCO2 | -13% | 2.3%
6 | CCOC(=O)/C=C1\NC(=O)C(C)S1 (configuration not stated) | . | 3.8%
7 | O=C(Nc1cccc([N+](=O)[O-])c1)c1cc(-c2ccco2)nc2ccccc12 | 2% | 3.9%
8 | CCCCCn1nc(C)c2c(C)cc(=O)[nH]c21 | . | -0.8%
9 | CCOc1ccc(Br)cc1/C=N\NC(=O)c1cc(C)[nH]n1 | 1% | 4.1%
10 | CC(C)Cc1cc(C(=O)N2CCN(c3ccc(F)cc3)CC2)no1 | 1% | 6.1%
11 | COC(=O)c1sccc1NC(=O)c1cc(-c2cccs2)nc2ccccc12 | 14% | -2.5%
12 | Cc1ccc(C(=O)O/N=C(\N)c2ccc(Cl)cc2)cc1[N+](=O)[O-] | -1% | -2.9%
13 | CCOC(=O)Cn1cnc2c(nnn2-c2ccc(OC)cc2)c1=O | -5% | 2.7%
14 | O=C1OCCC1Sc1nc2ccccc2n1-c1ccccc1 (configuration not stated) | -6% | -2.1%
15 | CCN(CC(=O)Nc1ccccc1OC)C(=O)C1CC2C=CC1C2 (configuration not stated) | -5% | 3.0%
16 | CCOC(=O)C1=C(C)NC2=C(C(=O)CCC2)C1c1ccc(OCc2cccc(F)c2)c([N+](=O)[O-])c1 (configuration not stated) | 1% | 1.4%
17 | O=C(CN1CCN(Cc2ccc3c(c2)OCO3)CC1)N1CCc2[nH]c3ccc(F)cc3c2C1 | -2% | 0.4%
18 | O=C(COC(=O)c1cccnc1)Nc1ccccc1 | . | -2.0%
19 | COc1ccc(-c2nn(-c3ccccc3)cc2CO)cc1OC | -3% | -0.4%
20 | CC(C)(C)OC(=O)N1CCCC1C(=O)N1CCc2ccccc21 (configuration not stated) | -7% | 1.9%
21 | O=C(Nc1nc(N2C(=O)c3ccccc3C2=O)n(-c2ccccc2)n1)c1ccc(Cl)cc1 | . | 1.6%
22 | CCOc1ccccc1NC(=O)C(=O)NCCCOC | 2% | 5.8%
23 | Cc1ccc(NC(=O)CCc2c(C)nc3ncnn3c2C)cc1 | 6% | 2.4%
24 | O=C(C1CCN(Cc2cc(Cl)ccc2O)CC1)N1CCN(Cc2ccccc2)CC1 | -1% | -1.3%
25 | Cc1ccc2oc(=O)cc(CN3CCC(C)CC3)c2c1 | -2% | 1.6%
26 | CCc1cc2c(=O)[nH]cnc2s1 | -4% | -1.2%
27 | Cc1cc(C)n(CC(=O)N/N=C/c2ccco2)n1 | . | 5.6%
28 | CCCCNC(=O)C1C2C=CC3(CN(Cc4ccccc4Cl)C(=O)C13)O2 (configuration not stated) | 1% | 6.2%
29 | CC1(C)S[C@@H]2[C@H](NC(=O)Cc3ccccc3)C(=O)N2[C@H]1C(=O)O | 5% | 1.9%
30 | COc1ccc(CNC(=O)C2C3C=CC4(CN(Cc5cccnc5)C(=O)C24)O3)cc1 (configuration not stated) | 10% | .
31 | COc1ccccc1-n1c(SCC(=O)N2CCCCC2)nc2cccnc21 | 7% | 9.0%
32 | COc1cccc(C2CC(C(F)(F)F)n3ncc(C(=O)NCC4CCCO4)c3N2)c1 (configuration not stated) | -2% | 2.0%
33 | COc1cc2c(cc1OC)C(c1cccc([N+](=O)[O-])c1)=NCC2 | 0% | -1.3%
34 | COC(=O)c1ccc(/C=N/Nc2nncc(-c3ccccc3)n2)cc1 | 0% | 1.3%
35 | O=C(CC(Nc1ccccc1)C(=O)O)c1ccccc1 (configuration not stated) | 1% | -2.2%
36 | COc1c(Cl)cc(C(=O)Nc2ccc(N3CCOCC3)cc2)cc1Cl | 3% | 0.3%
37 | Cc1ccc(OCc2ccc(C(=O)Nc3nccs3)o2)cc1 | -9% | 5.4%
38 | Brc1ccc(/C=N/N2CCN(Cc3cccc4ccccc34)CC2)s1 | 3% | 2.7%
39 | Cn1nnnc1SCC(=O)NC1CCCCC1 | 8% | 3.8%
40 | COc1cccc(C2C(C(=O)Nc3ccc(C)cc3C)=C(C)Nc3ncnn32)c1OC (configuration not stated) | 2% | 6.8%
41 | CCOC(=O)c1ccc(NC(=O)CSc2nc3c(c(=O)n2-c2ccccc2OC)SCC3)cc1 | 0% | 2.2%
42 | CC(=O)C1=C(O)CC(C)(C)CC1=Nc1ccccc1O | 3% | -0.9%
43 | CC(O)C(NS(=O)(=O)c1ccc(Cl)cc1)C(=O)OCc1nnc(-c2ccccc2)o1 (configuration not stated) | . | 4.3%
44 | Cn1c(=O)c2c(ncn2CC(=O)NC2CCCC2)n(C)c1=O | 0% | -0.3%
45 | CC(C)C(OC(=O)c1cccs1)C(=O)NCc1cccs1 (configuration not stated) | -7% | -0.3%
46 | COC(=O)c1ccccc1NC(=O)c1ccc(Cn2cc(Cl)cn2)o1 | . | -1.0%
47 | CCc1ccc(NC(=O)CSc2nnc(-c3cnccn3)n2Cc2ccco2)cc1 | -4% | -0.3%
48 | C=C(C)C(=O)Oc1ccc(N2C(=O)CCC2=O)cc1 | -3% | -1.5%
49 | CCS(=O)(=O)N1Cc2ccccc2CC1C(=O)Nc1ccc(NC(C)=O)cc1 (configuration not stated) | . | 5.3%
50 | Cc1ccc(-c2nn3c(-c4ccco4)nnc3c3ccccc23)cc1S(=O)(=O)N1CCOCC1 | -12% | 3.6%

Additional records
no. | SMILES | MKP-3 inhibition | Hsp70 inhibitors
51 | COc1ccc2c(c1OC)C(=O)N(c1ccc(NC(C)=O)cc1)C2=O | 0% | -2.7%
52 | Cn1cnc2c1c(=O)n(Cc1ccc(F)cc1Cl)c(=O)n2C | -13% | -1.4%
53 | COc1ccc(NC(=O)c2cc(-c3ccccc3OC)on2)cc1 | 8% | -2.9%
54 | CN(C)C(=O)NCc1ccc(S(N)(=O)=O)cc1 | -4% | 1.6%
55 | O=C(Nc1cccc(-c2cnc3ccccc3n2)c1)c1cccc(NC(=O)c2ccco2)c1 | . | -84%
56 | O=C(Cn1c(NCCO)nc2ccccc21)c1ccccc1 | 3% | 1.6%
57 | COC(=O)CC1=C(C(=O)OC)C(c2ccc3c(c2Cl)OCO3)C(C#N)=C(N)O1 (configuration not stated) | 10% | 1.9%
58 | CC1=C(C(=O)Nc2ccccc2)C(c2cccc(I)c2)NC(=S)N1 (configuration not stated) | 4% | -5.3%
59 | C=CCn1c(-c2nonc2NC(C)=O)nc2ccccc21 | 1% | 1.1%
60 | c1cn(CCCNc2ncnc3nc[nH]c23)cn1 | -6% | -0.7%
61 | CSc1ccccc1NC(=O)c1ccncc1 | -9% | 6.3%
62 | COCCNC(=O)C(C#N)c1nc2ccccc2nc1N1CCCCCC1 (configuration not stated) | 4% | 176%
63 | CCOC(=O)C(Cc1ccccc1Cl)(NC(C)=O)C(=O)OCC | 1% | -2.1%
64 | c1ccc(-n2nnnc2-c2cnc(-c3ccncc3)nc2-c2cccs2)cc1 | . | -1.2%
65 | N=C1S/C(=C\c2ccc(-c3ccc([N+](=O)[O-])cc3)o2)C(=O)N1c1ccc2c(c1)OCO2 | 9% | 1.1%
66 | CCc1ccc(C=NC23CN4CN(CN(C4)C2)C3)s1 | -9%&-1% | 2.6%&-2.0%
67 | CCOc1ccc(C(=O)Nc2ccc(-c3nc4ccccc4o3)c(O)c2)cc1[N+](=O)[O-] | 9% | 4.3%
68 | CCOC(=O)/C(=C/c1ccc(O)cc1)C(C)=O | -3% | -0.1%
69 | O=C(O)COc1c(-c2ccccc2)oc2ccccc2c1=O | . | 6.0%
70 | O=c1cc(CN2CCN(c3ccccc3F)CC2)c2cc3c(cc2o1)CCCC3 | . | 0.0%
71 | COc1ccc(CNc2nc3c(c(=O)n(Cc4ccc(F)cc4)c(=O)n3C)n2C)cc1 | 7% | 9.7%
72 | COC(=O)c1ccccc1NC(=O)N1CCN(S(=O)(=O)c2ccc(Cl)cc2)CC1 | -9% | -4.6%
73 | Cc1ccc(NC(=O)/C(=C\c2ccc3c(c2)OCO3)NC(=O)c2ccco2)cc1 | 1% | -1.6%
74 | O=C1C(Cl)=C(N2CCCCC2)C(=O)N1c1ccccc1 | -12% | -3.5%
75 | COc1cccc(-c2nn(C)c3sc(C(=O)NCc4ccccn4)cc23)c1 | 8% | 4.3%
76 | CC(C)C(NS(=O)(=O)c1cccs1)C(=O)NCCN1CCN(c2ccccc2)CC1 (configuration not stated) | -6% | 2.3%
77 | COc1ccc2cc(CN(CCc3ccccc3)Cc3nnnn3Cc3ccco3)c(=O)[nH]c2c1 | 5% | -2.0%
78 | COc1ccc(C2C(C(=O)N3CCOCC3)CCC(=O)N2c2cc(OC)c(OC)c(OC)c2)cc1 (configuration not stated) | 1% | 5.0%
79 | O=C1c2cccc3cccc(c23)C(=O)N1/N=C/c1ccc(Br)cc1 | -2% | 1.4%
80 | CCCCCCn1c(SCC(C)C)nc2c1c(=O)[nH]c(=O)n2C | 4% | 1.4%
81 | CCc1ccc2[nH]c(=O)c(CN(Cc3ccccc3OC)Cc3nnnn3Cc3ccco3)cc2c1 | -4% | -10%
82 | Cc1cc(C)cc(NC(=O)CSc2nnc(Cn3c(=O)sc4ccccc43)n2C)c1 | -2% | -5.6%
83 | COC(=O)c1cc(=O)nc2sc(-c3cccs3)nn12 | 1% | -3.1%
84 | CCOC(=O)c1ccc(Nc2nc3nonc3nc2NC(C)C)cc1 | 2% | -2.0%
85 | O=C(Nc1cccc(O)c1)/C(=C/c1cccc([N+](=O)[O-])c1)NC(=O)c1ccccc1 | 1% | -2.3%
86 | COc1ccccc1N1CCN(CC(O)COc2ccc(S(=O)(=O)N3CCOCC3)cc2)CC1 (configuration not stated) | -4% | 0.5%
87 | COc1ccc(NC(=S)NC(=O)/C=C/c2ccc([N+](=O)[O-])cc2)cc1 | 1% | -2.6%
88 | CCc1c(C)nc(N)n2c(SCC(=O)N3CCN(c4ccccc4)CC3)nnc12 | -13% | 0.3%
89 | CC(C)(C)c1[nH]nc2c1C(c1ccccc1OC(=O)N1CCOCC1)C(C#N)=C(N)O2 (configuration not stated) | 2% | -0.4%
90 | Cc1nn(C)c(C)c1S(=O)(=O)N1CCCC(C(=O)NC2CCCCCC2)C1 (configuration not stated) | -10% | -3.2%
91 | COc1ccccc1OCCNc1cc(Cl)ccc1[N+](=O)[O-] | -1% | 1.8%
92 | Cc1cc(NC(=O)Cn2cc(C(F)(F)F)cc(Cl)c2=O)no1 | -11% | 18%
93 | COC(=O)c1ccc(OC(=O)c2ccc(OCc3c(C)noc3C)c(OC)c2)cc1 | 0% | 2.0%
94 | CC(=O)c1cccc(NC(=O)Nc2cccs2)c1 | 3% | 6.4%
95 | CCC(Oc1ccccc1)C(=O)Nc1nc2c(s1)C(=O)CC(C)(C)C2 (configuration not stated) | . | -1.1%
96 | COc1ccc(OC(C)C(=O)N2CCc3ccccc3C2)cc1 (configuration not stated) | -3% | 6.6%
97 | CCc1c(C)nc(N)nc1N1CCOCC1 | 1% | -4.0%
98 | CCc1ccc(C2CC(=O)NC(SCC(=O)OC(C)C)=C2C#N)cc1 (configuration not stated) | 2% | 8.7%
99 | CCOc1ccc(N2C(=O)NC(=O)/C(=C\c3ccc([N+](=O)[O-])cc3)C2=O)cc1 | 0% | 0.2%
100 | CCOc1ccccc1NC(=O)C(=O)NCCCO | 1% | -2.5%

Next section:
no. | SMILES | MKP-3 inhibition | Hsp70 inhibitors
101 | CCOC(=O)N1CCN(C(=O)c2cc(C)no2)CC1 | -7% | 1.0%
102 | NC(=O)COC(=O)CCCc1nc2ccccc2s1 | . | 3.5%
103 | COc1ccc(NC(=O)c2c(N)sc(-c3ccccc3)c2C)cc1 | 5% | 4.6%
104 | COC(=O)c1ccc(CN2CCc3ccccc3C2)cc1 | 0% | 2.8%
105 | CC(=O)Nc1cc(-c2cccc(C)c2)[nH]n1 | 4% | -2.5%
106 | O=C1CC(N2CCN(c3ccccc3F)CC2)C(=O)N1c1ccc2c(c1)OCCO2 (configuration not stated) | 6% | -6.2%

Single records, from the list above. Screens in order: MKP-3 inhibition	Hsp70 inhibitors
CCOC(=O)N1CCN(C(=O)c2cc(C)no2)CC1 is listed as -7%	1.0%
COc1ccc(NC(=O)c2c(N)sc(-c3ccccc3)c2C)cc1 is listed as 5%	4.6%
CC(=O)Nc1cc(-c2cccc(C)c2)[nH]n1 is listed as 4%	-2.5%
NC(=O)COC(=O)CCCc1nc2ccccc2s1 is listed as .	3.5%
COC(=O)c1ccc(CN2CCc3ccccc3C2)cc1 is listed as 0%	2.8%

Bioassay records as filed in PubChem.

This is a subset; rates above refer to the full screens.
